Screening data from PubChem.
Pemphigus Ab inh: inhibitors of pemphigus antibody binding to human desmoglein-3. binding (percent of control), % at 10 µM. DSG3-coupled beads, scFv-anti-DSG3-GFP binding, flow cytometry; active compounds read low. 310,000 tested, 0.48% active. P32926;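 active = binding more than 3 SD below its plate's average and above zero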;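 note: hits lower antibody fragment binding to DSG3; some compounds called inactive have numbers as strong as hits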
Target sequence (P32926 whole entry, looked up, the tested form may be a part): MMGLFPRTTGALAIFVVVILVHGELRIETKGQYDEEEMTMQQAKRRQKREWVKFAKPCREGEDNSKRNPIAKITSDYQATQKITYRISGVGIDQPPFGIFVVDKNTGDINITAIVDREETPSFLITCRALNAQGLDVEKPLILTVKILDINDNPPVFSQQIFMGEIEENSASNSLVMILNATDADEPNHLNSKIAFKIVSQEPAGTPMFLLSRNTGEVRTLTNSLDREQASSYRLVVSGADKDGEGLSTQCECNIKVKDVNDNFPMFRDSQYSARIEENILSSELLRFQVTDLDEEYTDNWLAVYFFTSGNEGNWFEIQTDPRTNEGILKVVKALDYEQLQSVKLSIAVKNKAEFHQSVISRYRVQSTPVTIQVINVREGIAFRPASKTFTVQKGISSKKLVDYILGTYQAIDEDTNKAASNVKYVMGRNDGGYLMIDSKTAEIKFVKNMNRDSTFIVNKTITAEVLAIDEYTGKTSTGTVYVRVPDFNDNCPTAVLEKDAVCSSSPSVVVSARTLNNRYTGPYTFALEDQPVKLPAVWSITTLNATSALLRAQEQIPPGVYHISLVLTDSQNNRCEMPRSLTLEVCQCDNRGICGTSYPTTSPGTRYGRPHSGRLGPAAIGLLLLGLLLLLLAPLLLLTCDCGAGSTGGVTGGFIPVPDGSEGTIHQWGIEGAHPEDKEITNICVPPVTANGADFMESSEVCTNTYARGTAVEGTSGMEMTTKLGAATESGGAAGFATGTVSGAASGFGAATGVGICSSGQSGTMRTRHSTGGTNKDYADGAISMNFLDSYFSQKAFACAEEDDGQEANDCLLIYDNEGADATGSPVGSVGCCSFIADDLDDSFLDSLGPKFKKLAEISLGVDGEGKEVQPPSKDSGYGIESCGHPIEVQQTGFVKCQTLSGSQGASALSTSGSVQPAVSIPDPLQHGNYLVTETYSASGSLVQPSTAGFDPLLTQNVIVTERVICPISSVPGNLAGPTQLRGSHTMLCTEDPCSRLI
PKA-R1A act: PKA-R1A complex activation. PKA-R1A dissociation, Cy5-IP20 fluorescence polarization; scaled: DMSO 0%, 113 µM cGMP 100%. activation, % at 11.4 µM. 340,000 tested, 0.083% active;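 active = percent activation above the mean of all tested compounds plus 3 SD, cut at about 19% in these data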;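 note: higher means more PKAc released from R1A so a rise in polarization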
phage Ecoli inh: E. coli growth loss with phage present; inhibition, % at 11.9 µM; growth absorbance; 360,000 tested, 0.26% active; in the data active = inhibition above about 11%
The depositor's hits bear a star; . = not tested or not shown.

compound,Pemphigus Ab inh,PKA-R1A act,phage Ecoli inh
COc1ccc(NC(=O)c2ccc(NC(=O)CN3CCN(c4ccccc4O)CC3)cc2)cc1,114.0,0.9,0.9
CCc1c(O)nc(SCC(=O)Nc2ccccc2)n(-c2ccccc2C)c1=O,96.8,6.5,0.9
Cc1cnc(CN(C)C(=O)C2CCC(=O)N(CCc3ccc(Cl)cc3)C2)[nH]1 (stereo unspecified),100.3,-2.6,-1.1
COC(=O)c1cccc(NC(=O)c2cccc(-n3cnnn3)c2)c1,95.8,-4.8,0.0
CCS(=O)(=O)c1nc(S(=O)(=O)c2ccc(C)cc2)c(N2CCCCCC2)s1,97.8,12.5,0.9
COc1ccc(-c2cc(C(=O)N3CCCCCC3)c3ccccc3n2)cc1OC,96.7,1.1,0.3
O=C(N/N=C/c1c(O)ccc2ccccc12)C(=O)N1CCCC1,109.3,-10.9,-2.3
C=C1C(=O)N(C)CCC1C(CC)C(=O)OC (stereo unspecified),101.3,6.7,1.9
NC(=O)c1ccsc1NC(=O)COC(=O)Cc1ccc(F)cc1,106.0,3.5,1.8
O=C(COc1ccc(F)cc1)Nc1nc(-c2cccnc2)cs1,102.4,1.3,3.3

In the list so far, these contain nitrogen in an aromatic ring.
compound,Pemphigus Ab inh,PKA-R1A act,phage Ecoli inh
CCc1c(O)nc(SCC(=O)Nc2ccccc2)n(-c2ccccc2C)c1=O,96.8,6.5,0.9
Cc1cnc(CN(C)C(=O)C2CCC(=O)N(CCc3ccc(Cl)cc3)C2)[nH]1 (stereo unspecified),100.3,-2.6,-1.1
COC(=O)c1cccc(NC(=O)c2cccc(-n3cnnn3)c2)c1,95.8,-4.8,0.0
CCS(=O)(=O)c1nc(S(=O)(=O)c2ccc(C)cc2)c(N2CCCCCC2)s1,97.8,12.5,0.9
COc1ccc(-c2cc(C(=O)N3CCCCCC3)c3ccccc3n2)cc1OC,96.7,1.1,0.3
O=C(COc1ccc(F)cc1)Nc1nc(-c2cccnc2)cs1,102.4,1.3,3.3

Further compounds follow:
compound,Pemphigus Ab inh,PKA-R1A act,phage Ecoli inh
Cc1c(CC(=O)N2CCC(O)CC2)c(=O)oc2cc3c(cc12)CCC1(CCCCC1)O3,100.3,0.8,1.6
C[C@@H]1CN([C@H](C)CO)C(=O)CCCn2nncc2CO[C@@H]1CN(C)S(=O)(=O)c1ccccc1F,102.4,3.8,1.7
Nc1ncnc2nn(C3OC(CO)C(O)C3O)nc12 (stereo unspecified),103.6,-5.7,3.1
COc1cccc(NC(=O)c2cnc(NS(=O)(=O)c3ccccc3)nc2)c1,100.5,3.7,-0.3
O=c1ccn2c(n1)SC(c1ccccc1)C2 (stereo unspecified),100.4,-2.1,2.2
COC(=O)C[C@@H]1C[C@H]2c3cc(NS(=O)(=O)c4ccccc4)ccc3O[C@H]2[C@@H](CO)O1,100.0,2.0,4.3
Cc1noc(C)c1NC(=O)Nc1ccc2c(c1)C(=O)N([C@H](C)CO)C[C@H](C)[C@H](CN(C)C(=O)NC1CCCCC1)OCCCC[C@@H](C)O2,105.2,-1.2,-0.9
C[C@H]1CCCCO[C@@H](CN(C)S(=O)(=O)c2ccc(F)cc2)[C@@H](C)CN([C@@H](C)CO)C(=O)c2cc(NC(=O)Nc3ccc4c(c3)OCO4)ccc2O1,99.5,-14.5,1.3
COC(=O)C1=C(C)NC(C)=C(C(=O)OC)C1C(=O)OCC(=O)NC1CCCCC1C (stereo unspecified),93.3,4.4,3.7
COc1ccccc1C(=O)NC1CC2CCCC(C1)N2Cc1ccccc1 (stereo unspecified),111.7,5.0,4.6

Next entries:
compound,Pemphigus Ab inh,PKA-R1A act,phage Ecoli inh
COc1ccc(S(=O)(=O)N2CCC(C(=O)N[C@@H](C)C(=O)NCc3ccco3)CC2)cc1,103.9,-1.0,1.1
c1cnc(NCCSSCCNc2ncccn2)nc1,104.5,-8.7,0.4
Cc1noc(C)c1NC(=O)N(C)C[C@H]1OCc2cnnn2CCCC(=O)N([C@@H](C)CO)C[C@H]1C,103.0,2.5,1.2
Cc1nnc(NC(=O)CCC2CCCCC2)s1,102.4,-8.2,3.3
O=C(Cn1sc2ccccc2c1=O)Nc1ccccc1,80.2,0.0,0.5
CN(C)c1ccc2nc3ccc(=O)cc-3sc2c1,100.6,-10.2,-5.0
O=C1C=C(C#Cc2ccccc2)C[C@@H](c2ccc(F)cc2)C1,110.7,-6.5,1.9
CC1CCN(S(=O)(=O)c2cccc(C(=O)NC3CCS(=O)(=O)C3)c2)CC1 (stereo unspecified),101.8,5.1,1.6
CC(C)(C)C1CCNC(=O)CC1 (stereo unspecified),104.9,4.8,3.8
COCCN(C(=S)Nc1ccc(OC)c(Cl)c1)C1CCN(C(C)=O)CC1,105.5,5.4,0.7

More records follow.
compound,Pemphigus Ab inh,PKA-R1A act,phage Ecoli inh
COc1ccc(-c2ccc(CCC(=O)O)n2-c2cc(OC)ccc2OC)cc1,93.1,12.0,1.2
CCOc1ccccc1OCCCC(=O)N1CCN(S(=O)(=O)c2ccccc2C#N)CC1,99.6,2.3,0.9
Cc1ccc2c(c1)=N/C(=N\c1[nH]c(O)c3ccccc13)N=2,107.8,6.4,1.2
CC1=C(C(=O)N2CCOCC2)CC(CC(=O)NCc2cccs2)C(=O)N1CCC1=CCCCC1 (stereo unspecified),.,3.5,4.0
CCOC(=O)c1c(C)cc2c(CO)n[nH]c(=O)c2c1C,106.1,3.2,3.2
COc1ccc(NC2CCCN(C(=O)c3ccccc3-c3ncc[nH]3)C2)cc1 (stereo unspecified),102.0,-4.0,1.0
CCn1c(=O)c2[nH]c(Cl)nc2n(CC)c1=O,103.0,10.3,2.2
Cc1ccc(S(=O)(=O)N(C)CC(=O)N(C)Cc2cccs2)cc1,108.5,-1.0,5.1
O=C(c1ccccc1F)N1CCCC(N2CCN(Cc3ccc4c(c3)OCO4)CC2)C1 (stereo unspecified),99.0,-13.3,6.3
C[C@@H]1CN([C@H](C)CO)C(=O)CCCn2cc(nn2)CO[C@H]1CN(C)C(=O)NC1CCCCC1,103.2,-10.2,3.0

Next structures:
compound,Pemphigus Ab inh,PKA-R1A act,phage Ecoli inh
Cc1ccc(NC(=O)COC(=O)c2ccco2)cc1S(=O)(=O)N1CCCCC1,100.0,3.3,2.0
FC(F)(F)C1=NNC(c2ccc3ccccc3c2)=NN1,96.5,10.9,1.9
C[C@H](CO)N1C[C@H](C)[C@H](CN(C)C(=O)Nc2ccc(C(F)(F)F)cc2)Oc2ncc(-c3cccnc3)cc2C1=O,103.7,6.8,4.9
CCOC(=O)c1csc(-c2csc(CCNC(=O)c3ccccc3)n2)n1,104.0,15.8,3.2
COc1cc(NC(=O)CCNC(=O)N2CC(=O)Nc3ccccc32)cc(OC)c1OC,99.6,1.7,1.4
O=C(COC(=O)Cn1cnc2ccccc21)Nc1ccc(Br)cc1,104.0,-0.1,4.3
Cc1nc(SCC(=O)N2CCCC2=O)c2c(C)c(C)sc2n1,94.0,-6.7,1.8
Cc1nn(CC(=O)NC2CC2)c(C)c1S(=O)(=O)N(C)C,101.2,7.3,2.1
COc1ccc2cc(/C(C)=N/NC(=O)c3cc(C)oc3C)ccc2c1,101.7,1.7,2.2
C[C@H](CO)N1C[C@H](C)[C@@H](CN(C)CC2CC2)OCc2cnnn2CCCC1=O,102.0,-16.3,2.6

Other structures.
compound,Pemphigus Ab inh,PKA-R1A act,phage Ecoli inh
O=C(NN=Cc1ccccc1Cl)c1ccccc1,101.0,10.0,3.0
COc1ccccc1N1CCN(S(=O)(=O)CCNC(=O)CC2CCCC2)CC1,101.2,3.6,0.3
Cn1cc(CN2CCC(n3nccc3NC(=O)c3ccc4c(c3)OCO4)CC2)cn1,106.0,-8.3,0.2
COc1ccc(C(=O)NCCCN2CCCC2=O)cc1S(=O)(=O)N1CCOCC1,95.1,-7.2,4.2
O=C1CCCCC1C(O)(C(=O)c1ccccc1)c1ccccc1 (stereo unspecified),105.4,2.2,4.6
COc1ccc(C(=O)NCC2CCCO2)cc1S(=O)(=O)NCc1ccc(Cl)cc1 (stereo unspecified),101.0,-6.1,5.5
COc1cccc(C(=O)c2ccncc2C(=O)O)c1OC,108.7,10.6,3.6
O=C(Nc1ccc(S(=O)(=O)Nc2ncccn2)cc1)c1cccc([N+](=O)[O-])c1,97.8,7.8,3.3
CC(C)c1ccc(C(=O)Nc2ccc(S(=O)(=O)NC3=NCCCCC3)cc2)cc1,98.8,-7.3,3.7
O=C(CCN1C(=O)/C(=C\c2ccccc2F)SC1=S)N1CCOCC1,95.4,-6.6,-1.5

(continued)
compound,Pemphigus Ab inh,PKA-R1A act,phage Ecoli inh
CCOc1ccc(C(=O)CN2C(=O)NC3(CCCc4ccccc43)C2=O)cc1 (stereo unspecified),113.5,2.3,1.3
O=C1Nc2ccccc2Cc2ccccc21,95.0,20.1*,1.5
Sc1ccccc1N=Cc1cccs1,104.6,4.5,2.9
Cc1nc(N2CCCCC2)[nH]c(=O)c1CN(C)N=O,108.2,3.4,3.0
C[C@@H]1CCCCO[C@@H](CN(C)Cc2ccccc2)[C@@H](C)CN([C@H](C)CO)C(=O)c2cc(NC(=O)Nc3cccc4ccccc34)ccc2O1,99.0,-9.8,6.2
CC(CN1CCN(CCOCCO)CC1)CN1c2ccccc2Sc2ccc(Cl)cc21 (stereo unspecified),106.2,5.0,-0.6
CC(C)CC1C(=O)N(Cc2cn(CCC3OCCO3)nn2)CCS(=O)(=O)N1Cc1ccc(-c2ccc(F)cc2)cc1 (stereo unspecified),99.6,12.2,-2.1
Cc1cnc(C2OCCO2)c2cccc(N)c12,106.9,4.0,1.9
CCCn1c(SCC(=O)Nc2ccc(S(=O)(=O)N3CCOCC3)cc2)n[nH]c1=O,103.4,-6.0,4.1
CCCCCCn1c(SCC(=O)NC2CCS(=O)(=O)C2)nc2ccccc2c1=O (stereo unspecified),102.4,1.4,6.3

(further entries)
compound,Pemphigus Ab inh,PKA-R1A act,phage Ecoli inh
CC1(C)CC(=O)C=C(c2ccc(Oc3ccccc3)cc2)C1=O,97.8,-2.1,1.6
Cc1cn([C@H]2C[C@H](O)[C@@H](CNC(=O)[C@@H]3C[C@H](F)CN3)O2)c(=O)[nH]c1=O,106.3,-5.6,0.7
CCOc1ccccc1N1CCN(CC(=O)Nc2nccs2)CC1,105.5,-3.3,-0.1
CCOc1ccc(NS(=O)(=O)c2ccc(C(=O)NCC3CCCO3)cc2)cc1 (stereo unspecified),100.3,3.7,-1.6
COc1ccc(CN2CCN(Cc3c[nH]c4ccccc34)CC2)c(OC)c1,101.0,3.1,0.9
Cc1ccc2c(C)c(C(=O)N3CCC(C(N)=O)(N4CCCCC4)CC3)oc2c1C,109.5,-2.0,0.2
CCN(CC)CCCC(C)n1c(C)cc(C(=O)NS(=O)(=O)c2ccc(C)cc2)c1C (stereo unspecified),103.3,0.5,3.4
Cc1cccc(N=Cc2ccccc2O)c1C,104.4,-0.3,4.9
Cc1nnc(SCC(=O)NC2(C#N)CCCCC2)n1N,98.3,-0.6,3.8
O=C1[C@H]2[C@@H](c3ccccc3)N[C@]3(CCCN(Cc4ccc(Cl)cc4)C3=O)[C@H]2C(=O)N1Cc1ccccc1,101.8,-11.2,0.7

Other compounds follow.
compound,Pemphigus Ab inh,PKA-R1A act,phage Ecoli inh
Cc1cc(NC(=O)CN2C(=O)/C(=C/c3ccc(C(C)C)cc3)SC2=S)no1,97.1,10.2,1.6
COC(=O)[C@H]1C[C@H](OC(=O)Nc2cccs2)[C@@]2(O)CN(S(=O)(=O)c3ccc(C)cc3)CC2[C@H]1C(=O)OC (stereo partly specified),106.6,-14.0,2.8
O=C1CCC(C(=O)OCC(=O)Nc2ccc(OC(F)F)cc2)=NN1,99.5,-2.9,5.5
C[C@@H]1CN([C@@H](C)CO)C(=O)CCCn2nncc2CO[C@@H]1CN(C)C(=O)c1ccc2ccn(C)c2c1,101.0,-7.2,5.2
CC1CCN(C(=O)c2[nH]cnc2C(=O)Nc2ccccc2F)CC1,102.3,-8.0,2.3
COc1ccc(-c2ccc(CN3C(C)C(=O)N(Cc4cn(CC5CCCCC5)nn4)CCS3(=O)=O)cc2)cc1 (stereo unspecified),104.8,-9.9,-2.5
COc1cc2ccnc(C=NO)c2cc1OC,105.6,2.9,-0.1
Cc1ccc(NC(=O)CN(C)CC(=O)Nc2ccc3c(c2)OCO3)cc1,108.5,-9.8,6.6
CCc1cc(-c2nnn(-c3cc(C(C)C)ccc3C)c2CC)ccc1-c1cn(CCc2c[nH]c3ccccc23)nn1,104.7,3.7,3.8
CC(=O)NC(c1ccc(N(C)C)cc1)c1cc(Cl)c2cccnc2c1O (stereo unspecified),92.5,-3.2,18.6*

Continuation.
compound,Pemphigus Ab inh,PKA-R1A act,phage Ecoli inh
CCCc1c(C(=O)N/N=C/c2ccc(-c3ccccc3)cc2)nnn1-c1nonc1N,98.0,-6.9,1.2
COc1cc2ccc(NC(C)=O)cc2cc1OC,101.1,6.0,2.7
Nc1nonc1-n1nnc(C(=O)N/N=C/c2ccco2)c1CSc1ccc(Cl)cc1,93.1,-5.3,-1.1
C=CCn1c(O)c(N=Nc2ccccc2[N+](=O)[O-])c2ccccc21,103.3,4.7,0.2
Cc1ccc(CN2CC(C(=O)Nc3nc(C)cs3)CC2=O)cc1 (stereo unspecified),100.0,5.5,-0.8
CCCCN1C[C@H](c2ccc(Br)cc2)[C@@H](CC(=O)Nc2ccc(Br)cc2)C1=O,101.8,1.2,1.4
C[C@H](CO)N1C[C@H](C)[C@H](CN(C)C(=O)c2ccccc2)OCc2ccccc2-c2c(n(C)c3ccccc23)C1=O,97.5,1.0,2.0
COc1ccc(NC(=O)c2ccc(NC(=O)c3cccnc3)cc2)cc1,101.0,-7.6,3.2

Some of the compounds tested. The share of hits here may be higher or lower than overall.
